# KOR beta-arrestin-1 – KOR agonists, beta-arrestin recruitment, primary screen, cell-based, luminescence, uHTS (AID 1777); KOR beta-arrestin recruitment, luminescence; higher % means a stronger effect; activation, % at 10 µM, or EC50 in µM where a hit was titrated; 280,000 compounds, 0.02% hits; in the data active means activation above about 50%, passing the limit was not always enough; further: a part of the inactive calls stands beside numbers as strong as those of hits
# GPR55 LPI antagonism – inhibition of LPI-stimulated GPR55 beta-arrestin translocation – imaging, U2OS, beta-arrestin-GFP, LPI agonist, primary screen (AID 2013); 290,000 compounds, 0.13% hits; inhibition, % at 10 µM; hits with a dose series show IC50 in µM; U2OS GPR55 beta-arrestin-GFP translocation imaging, LPI antagonism; higher % means a stronger effect;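 active means spots per cell inhibited over 60%, with over 100 cells counted and total cytoplasm intensity under 500,000; inconclusive means wells with under 100 cells, flagged as likely toxic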;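 further: U2OS cells stably carrying GPR55 and arrestin-GFP stimulated by 5 µM LPI near EC80; imaged beta-arrestin-GFP aggregate spots per cell after agonist stimulation; plate controls were LPI-stimulated DMSO wells for no effect and DMSO wells without LPI for full effect; some results filed as inactive read as strong as hits; confirmed hits need IC50 under 10 µM and bright autofluorescent wells are also inconclusive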
# Myeloid diff 2 – promotes myeloid progenitor differentiation; AID 624256; ER-HoxA9 myeloid progenitors, lysozyme-GFP differentiation, flow cytometry; 360,000 compounds, 1% hits; calls only at 10 µM;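 active means normalized GFP-positive differentiation at or above the plate's own cutoff, the solvent-only control mean plus 3 SD; inconclusive means no clear call, values can overlap the other calls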;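 further: cells exposed to compound for four days before flow analysis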
# KOR beta-arrestin-2 – kappa opioid receptor blockers – cell-based, luminescence, uHTS (AID 1778); KOR beta-arrestin recruitment, luminescence, antagonist mode; higher % means a stronger effect; inhibition, % at 10 µM, or IC50 in µM where a hit was titrated; 290,000 compounds, 0.091% hits; further: strong numbers were not always called active
# GPR55 activation – selective activators of receptor GPR55 – imaging, U2OS cells, beta-arrestin-GFP redistribution, primary screen (AID 1961); U2OS GPR55 beta-arrestin-GFP redistribution imaging; higher % means a stronger effect; one-dose activation, % at 10 µM; EC50 in µM for titrated hits; 290,000 compounds, 0.048% hits;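 active means activation above 40% with more than 50 cells counted in the well; inconclusive means wells holding fewer than 50 cells, flagged as toxic or sparse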;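 further: U2OS osteosarcoma cells stably expressing GPR55 and beta-arrestin-GFP; plate controls were DMSO negative control for no effect and LPI positive control for full effect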
# NOD1 inhibition – NOD1 signaling inhibitors, primary screen, cell-based, luminescence, uHTS (AID 1578); NOD1-driven NF-kB luciferase reporter cells, luminescence; higher % means a stronger effect; inhibition, % at 4 µM; hits with a dose series show EC50 in µM; 290,000 compounds, 1% hits; in the data active means inhibition mostly above about 36%, no sharp cut-off; inactive means mostly below about 34%;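 further: HEK-293T reporter cells stimulated with the NOD1 agonist gamma-tri-DAP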
# NTR1 agonist – agonists of NTR1, primary screen, imaging, U2OS cells, beta-arrestin-GFP, high content (AID 493036). P30989. NTR1-U2OS beta-arrestin-GFP spot imaging, agonist mode. activation, % at 20 µM. 330,000 compounds, 0.17% hits;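 active means activation at or above 40% of the spot to cytoplasm intensity ratio, with at least 20 cells analyzed; inconclusive means wells under 20 cells, flagged as cytotoxic or low count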;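 further: 0% = DMSO without peptide and 100% = 100 nM NTR1 peptide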
# Target sequence (P30989 whole entry, looked up): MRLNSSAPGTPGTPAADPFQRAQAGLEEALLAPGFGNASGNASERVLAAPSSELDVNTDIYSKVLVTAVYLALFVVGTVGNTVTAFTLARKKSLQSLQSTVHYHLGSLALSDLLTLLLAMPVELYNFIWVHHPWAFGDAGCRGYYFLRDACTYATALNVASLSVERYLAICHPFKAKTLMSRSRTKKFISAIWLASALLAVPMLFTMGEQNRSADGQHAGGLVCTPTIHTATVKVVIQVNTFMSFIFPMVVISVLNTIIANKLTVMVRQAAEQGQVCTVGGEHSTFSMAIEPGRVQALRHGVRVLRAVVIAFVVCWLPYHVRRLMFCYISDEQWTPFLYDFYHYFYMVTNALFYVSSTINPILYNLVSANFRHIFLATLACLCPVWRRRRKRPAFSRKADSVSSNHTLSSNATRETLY
# NOD2 inhibition – inhibition of NOD2-driven NF-kB reporter – cell-based, luminescence, uHTS, HEK293 (AID 1566); 290,000 compounds, 0.63% hits; HEK293 NOD2/NF-kB luciferase reporter, luminescence; higher % means a stronger effect; inhibition, % at 4 µM, or EC50 in µM where a hit was titrated; further: many of its hits are not listed in these tables
# T cell HTS – T cell immune modulators affecting CD8 T cell-vesicle binding; AID 2052; 330,000 compounds, 0.068% hits; 2C CD8+ T cell-vesicle binding, flow cytometry; active compounds read low; calls only at 7 µM;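 active means response, share of CD8 T cells binding vesicles, and their 90th percentile fluorescence all below set limits, cut at about 80% in these data, passing the limit was not always enough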
#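 Material: 2C TCR transgenic mouse naive CD8+ T cells, MACS-purified. Also added: QL9-charged Drosophila Ld/ICAM-1/B7-1 vesicles. Timing: binding 1.5 h at 37 °C. Measured by: high-throughput flow cytometry with anti-B7-1 and anti-CD8 staining. Read-out: percent CD8+ FL2 mean versus row control. Controls: Unloaded micro-vesicles (low), QL9 vesicles with 0.7% DMSO (high).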
# T cell HTS vesicle-bound % – also measured in T cell HTS; calls as there; double positive events, %; measured here: CD8+ vesicle-bound cell fraction;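 binding gate set so that unloaded-vesicle control wells show 10% double positive cells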
# NTR1 agonist cell count 20 µM – also measured in NTR1 agonist; calls as there; cell count; measured here: cell count, cytotoxicity flag
# Myeloid diff 2 GFP+ MAC1+ % – further read-out of Myeloid diff 2, marked with its call; GFP+ MAC1+ double positive, %; measured here: differentiation confirmed by MAC1 staining
# Starred values were filed as active, the others as inactive; i = inactive; u = inconclusive; x = no result given; [ ] = dose if it differs, or a comment. Unless noted, no stated cut-off is given here; in the data, active means inhibition above about 50%; inactive means the rest.
SMILES,KOR beta-arrestin-1,GPR55 LPI antagonism,Myeloid diff 2,Myeloid diff 2 GFP+ MAC1+ %,KOR beta-arrestin-2,GPR55 activation,NOD1 inhibition,NTR1 agonist,NTR1 agonist cell count 20 µM,NOD2 inhibition,T cell HTS,T cell HTS vesicle-bound %
Cc1ccc(NS(=O)(=O)c2c(C(=O)N3CCCC3)c(C)n(C)c2C)cc1,3.1%,3%,i,5.8,-34%,-0.3%,-8%,0.9,60,8%,i,10
CC(=O)N1N=C(c2cccc([N+](=O)[O-])c2)OC1c1ccc(Br)cc1 (stereo unspecified),-3.4%,7%,i,0.8,16%,0.3%,-5%,1.0,54,10%,i,47
Cc1ccc(NC(=S)N2CCCC2)cc1,-4.0%,-3%,i,0.1,23%[20 µM],-0.1%,-47%,-1.1,77,3%,i,43
Cc1ccc(Sc2sc(=O)n(C)c2S(=O)(=O)c2ccc(C)cc2)cc1,6.5%,8%,i,0.9,-14%,0.3%,34%,4.8,37,10%,i,31
O=C(Nc1nncs1)C1(c2ccccc2)CCCC1,5.6%,0%,i,2.1,-7%,-0.1%,-11%,-0.4,57,1%,i,52
CCCS(=O)(=O)n1nc(-c2ccc(C)cc2)cc1N,-9.2%,7%,i,1.6,29%,0.2%,-9%,3.3,55,-7%,i,0
c1ccc(CSc2ccc(-c3cccnc3)nn2)cc1,-0.1%,0%,i,0.5,-1%,0.6%,-33%,-0.9,56,-54%,i,50
O=C(Nc1ccc2c(c1)OCCO2)c1c[nH]c(=O)n(-c2ccc(F)c(Cl)c2)c1=O,-0.3%,5%,i,1.7,-3%,-0.2%,-14%,0.3,64,4%,i,15
CC(SCc1ccccc1)C(=O)Nc1ccccc1 (stereo unspecified),-6.9%,6%,i,0.3,-4%,-0.1%,-40%,-0.2,59,1%,i,22
COc1ccc(CCNC(=O)c2ccc(CN3CCOCC3)cc2)cc1,9.4%,-11%,i,1.1,-43%,-0.1%,11%,0.8,51,12%,i,31
O=C(c1ccccc1N(Cc1ccccc1)S(=O)(=O)c1ccccc1)N1CCOCC1,2.2%,2%,i,0.8,-6%,x,-14%,0.4,46,-13%,i,37
Cc1ccc(NC2=C(Cl)C(=O)OC2OC(=O)c2ccc(C)cc2)cc1 (stereo unspecified),-0.1%,-1%,i,0.7,15%,0.0%,-20%,2.3,45,13%,i,34
COC(=O)c1nn(-c2ccccc2)c(=O)cc1Oc1ccccc1,-0.4%,26%,i,0.8,18%,0.0%,-13%,-1.9,97,-4%,i,19
COCCN1Cc2cccc(C(=O)Nc3c(C)cccc3C)c2C1=O,-3.3%,10%,i,1.8,0%,-0.1%,-5%,-3.8,69,10%,i,49
O=C(NCc1ccc(Cl)cc1)C(=O)c1cn(CC(=O)N2CCOCC2)c2ccccc12,2.1%,7%,i,2.9,-3%,-0.2%,5%,2.5,59,-12%,i,10
O=C(CSCc1ccc(Br)cc1)N1CCOCC1,0.2%,-3%,i,4.7,14%,-0.3%,-15%,-0.3,43,-3%,i,18
COC(=O)CC(=O)CSc1nc2c(cc1C#N)CCC2,8.2%,-3%,i,4.8,-50%,-0.1%,-5%,0.8,39,-6%,i,27
Oc1ccccc1-c1nc(N2CCN(Cc3ccccc3)CC2)c2ccccc2n1,-0.9%,4%,i,0.8,-4%,0.7%,3%,0.6,86,-4%,i,10
COc1ccc(-n2cc(-c3ccccc3)c3c(=O)[nH]cnc32)cc1,6.2%,14%,i,0.5,17%,0.3%,-13%,7.2,47,25%,i,55
CCOc1ccccc1NC(=O)NNC(=O)CCc1ccc(OC)cc1,-2.3%,9%,i,1.1,-12%,-0.1%,-44%,-0.6,57,3%,i,58
COC(=O)N1CC(c2ccccc2)CC1=O (stereo unspecified),-3.8%,6%,i,0.4,35%,-0.2%,-4%,3.5,60,20%,i,13
Cc1ccc(NC(=O)c2cc(S(=O)(=O)N3CCCCC3)c[nH]2)cc1F,-5.0%,12%,i,2.6,21%[20 µM],0.3%,-23%,-1.1,54,4%,i,28
COc1cc(/C=N/NC(=O)c2ccc(N)cc2)ccc1OC(=O)c1cccc(C)c1,7.3%,14%,i,2.2,-22%,-0.1%,-20%,11,69,-4%,i,70
O/N=C(/CN(O)/C=C1/C=CC=N1)c1cccs1,-0.5%,-1%,i,2.9,26%,0.0%,6%,-2.2,104,19%,i,18
O=C(Nc1ccnn1C1CCN(CCCc2ccccc2)CC1)c1ccccc1Cl,5.4%,-2%,i,0.7,-1%,-0.1%,-13%,0.4,66,-17%,i,58

# The closing 2 compounds of the section before are carried over, then new ones follow.
SMILES,KOR beta-arrestin-1,GPR55 LPI antagonism,Myeloid diff 2,Myeloid diff 2 GFP+ MAC1+ %,KOR beta-arrestin-2,GPR55 activation,NOD1 inhibition,NTR1 agonist,NTR1 agonist cell count 20 µM,NOD2 inhibition,T cell HTS,T cell HTS vesicle-bound %
O/N=C(/CN(O)/C=C1/C=CC=N1)c1cccs1,-0.5%,-1%,i,2.9,26%,0.0%,6%,-2.2,104,19%,i,18
O=C(Nc1ccnn1C1CCN(CCCc2ccccc2)CC1)c1ccccc1Cl,5.4%,-2%,i,0.7,-1%,-0.1%,-13%,0.4,66,-17%,i,58
COc1cc(=O)[nH]c(SCC(=O)Nc2nc3c(s2)CCCC3)n1,-6.9%,16%,i,1.0,-5%,0.2%,-10%,-1.1,57,15%,i,49
CC(C)c1ccc(OCC(=O)Nc2ccncc2)cc1,-1.1%,-3%,i,0.1,-48%[20 µM],0.5%,4%,-0.6,53,25%,i,43
CCOC(=O)c1sc(NCCNc2nc(C)c(C(=O)OCC)s2)nc1C,5.2%,-2%,x,x,-15%,0.3%,10%,-0.6,37,4%,i,19
CCn1c(Sc2ccc([N+](=O)[O-])cn2)nnc1-c1ccco1,x,-1%,i,2.2,-42%[20 µM],-0.1%,36%,-0.4,72,22%,i,41
O=c1cc(O)c2ccccc2n1Cc1ccccc1F,1.2%,3%,i,0.4,-22%,0.5%,-28%,1.2,63,11%,i,43
CC(=O)OCCNc1cc(SCc2ccco2)c2nonc2c1[N+](=O)[O-],0.2%,8%,i,0.3,25%,0.2%,-36%,x,x,5%,i,42
c1ccc(Nc2nc(Nc3ccccc3)nc(N3CCNCC3)n2)cc1,-5.2%,21%,x,x,-21%,-0.2%,33%,1.7,61,6%,i,56
Nc1nonc1-n1nnc(C(=O)N/N=C/c2ccccc2Cl)c1-c1ccccc1,-4.2%,-8%,i,0.2,21%,0.5%,24%,1.9,50,12%,i,29
O=C(NCCO)c1ccc2c3n(nc2c1)-c1ccccc1CO3,5.3%,-8%,i,0.6,-3%,-0.2%,0%,-6.5,92,-103%,i,32
COc1ccccc1N/C(=N/S(=O)(=O)c1ccc(C)cc1)c1ccccc1,5.0%,-15%,i,0.7,2%,-0.4%,7%,5.7,78,10%,i,24
COc1ccc(C(=O)O/N=C(\N)c2cccc(C)c2)cc1OC,3.5%,6%,i,0.5,1%,0.6%,-3%,2.1,92,-9%,i,26
C/C(=N\Nc1cc(N2CCCCC2)nc(C)n1)c1ccc(Br)cc1,3.1%,-8%,i,0.0,-22%,-0.2%,36%,39,56,29%,i,25
Cc1ccccc1N(C(=O)c1snc(C(N)=O)c1N)C(C(=O)NC1CCCC1)c1ccco1 (stereo unspecified),-2.1%,1%,i,2.2,-34%,-0.1%,-15%,-1.5,46,-8%,x,x
Cc1ccc(CN(C(=O)COc2ccc(C)c(C)c2)C2CCS(=O)(=O)C2)o1 (stereo unspecified),-4.9%,3%,i,0.0,7%,-0.2%,-2%,-0.2,51,-2%,i,39
CCOc1ccc(C(=O)Oc2cc(C)[nH]c(=O)c2[N+](=O)[O-])cc1,3.7%,3%,i,1.4,-31%[20 µM],0.3%,6%,1.1,52,13%,i,45
O=C(c1ccc(S(=O)(=O)Nc2cccc(C(F)(F)F)c2)cc1)N1CCOCC1,-0.5%,8%,i,4.0,2%,0.3%,-27%,0.0,57,6%,i,17
CCOC(=O)C(NC(=O)Nc1ccc(O)cc1)(c1ccccc1)C(F)(F)F (stereo unspecified),1.7%,13%,i,0.7,-9%,-0.3%,-11%,0.4,57,0%,i,25
Cn1cccc1C(=O)N1CCN(c2cccc(C(F)(F)F)c2)CC1,-2.8%,13%,i,1.0,-12%,-0.1%,-18%,0.6,106,1%,i,41
CCOc1ccc(S(=O)(=O)NC(C)C(=O)NCc2ccccn2)cc1 (stereo unspecified),1.3%,-2%,u,x,-14%,-0.2%,-14%,-0.7,34,2%,i,8
COCCSc1ccccc1C(=O)Nc1nnc(C)s1,-6.1%,9%,i,6.6,29%,0.1%,-14%,0.2,59,8%,i,32
CCc1ccc(NC(=O)C[n+]2cc(-c3ccc(C)cc3)n3c2CCC3)cc1,-3.1%,-6%,i,0.9,18%,-0.1%,-5%,-0.9,65,6%,i,35
Cc1ccc(C)c(OCCCNC2CCCC2)c1C,-2.6%,25%,i,0.2,-14%,-0.2%,-27%,-0.7,55,-11%,i,55
Cc1cc(Nc2ccc(Cl)cc2)nc(NCc2ccccc2)n1,7.6%,13%,i,1.2,-28%,-0.2%,11%,18,59,11%,i,40
CCc1nc2oc3ccccc3c(=O)c2c(=O)n1-c1ccc(C)cc1,-0.2%,9%,i,0.5,19%,-0.1%,-4%,0.1,55,-103%,i,37
CCOC(=O)N1CCN(c2nc(SC)nc3sc4c(c23)CC(C)(C)OC4)CC1,-5.3%,3%,i,1.3,-22%,-0.1%,12%,3.6,44,12%,i,46
COc1ccc(-c2c([C@H]3[C@H]4C=CC[C@@H](C)[C@@H]4C(=O)N3Cc3ccccc3)ccc3ccccc23)cc1OC,-2.3%,-3%,i,0.8,14%,-0.2%,10%,2.3,93,11%,x,x
O=C(NCCc1c[nH]c2ccccc12)c1ccc(Cl)cc1,-4.7%,-1%,i,0.8,-6%,0.4%,-14%,1.1,50,-74%,i,22
Cc1ccc(Cl)cc1NC(=O)COC(=O)c1ccccc1O,1.8%,7%,i,0.1,13%,-0.1%,-3%,0.5,54,1%,i,21
Cc1c(CC(=O)O)c(=O)oc2c(C)c(OCc3ccccc3)ccc12,-3.7%,2%,i,0.8,-18%,0.0%,-7%,-0.4,93,9%,i,35
COc1ccc(NC(=O)CSc2nnc(-c3ccccn3)n2N)c(OC)c1,-5.7%,-1%,i,0.7,-1%,-0.2%,2%,-0.5,59,14%,i,25

# A portion of the library; rates above refer to the full screens.
